TDP1 cell noCPT: qHTS for Inhibitors of human tyrosyl-DNA phosphodiesterase 1 (TDP1): qHTS in cells in absence of CPT. DT40 Tdp1-/- hTDP1 cells, no CPT, ATP luminescence, 48 h. Potency, µM (highest dose often 46.2 µM), for inactives: top-dose activity change, negative = growth inhibition, actives largely listed as inhibitors. 420,000 tested, 15% active. AID 686978, 2013; note: nearly all actives have a fitted effect of over 55% in size
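Luminescent ATP content (CellTiter-Glo) served as the growth readout. Knockout chicken DT40 cells expressing human TDP1 were exposed to compounds without camptothecin for a minimum 48 hr at 37 °C.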
DT40 TDP1 CPT: DT40-hTDP1 cell growth loss with CPT. chicken DT40 Tdp1-/-;hTDP1 cells + 20 nM CPT, ATP luminescence, 48 h. Potency, µM (doses to about 46.2 µM), inactives show at the highest dose activity change, negative = growth inhibition, most hits filed as inhibitors. 420,000 tested, 12% active. AID 686979; note: nearly all actives have a fitted effect of over 55% in size
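Chicken DT40 Tdp1-/- cells complemented with human TDP1, 400 cells/well, exposed to compounds plus 20 nM camptothecin for at least 48 h at 37 C; viability read as ATP content by CellTiter-Glo luminescence.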
GCN5L2 inh: inhibitors of human GCN5L2 histone acetyltransferase; 390,000 tested, 0.21% active; Potency, µM (series often up to 58.9 µM), inactives show at the highest dose activity change, negative = inhibition, hits mostly inhibitors; Q92830; GCN5L2 HAT assay, ThioGlo1 CoA-SH fluorescence; AID 504327
Target sequence (Q92830 whole entry, looked up): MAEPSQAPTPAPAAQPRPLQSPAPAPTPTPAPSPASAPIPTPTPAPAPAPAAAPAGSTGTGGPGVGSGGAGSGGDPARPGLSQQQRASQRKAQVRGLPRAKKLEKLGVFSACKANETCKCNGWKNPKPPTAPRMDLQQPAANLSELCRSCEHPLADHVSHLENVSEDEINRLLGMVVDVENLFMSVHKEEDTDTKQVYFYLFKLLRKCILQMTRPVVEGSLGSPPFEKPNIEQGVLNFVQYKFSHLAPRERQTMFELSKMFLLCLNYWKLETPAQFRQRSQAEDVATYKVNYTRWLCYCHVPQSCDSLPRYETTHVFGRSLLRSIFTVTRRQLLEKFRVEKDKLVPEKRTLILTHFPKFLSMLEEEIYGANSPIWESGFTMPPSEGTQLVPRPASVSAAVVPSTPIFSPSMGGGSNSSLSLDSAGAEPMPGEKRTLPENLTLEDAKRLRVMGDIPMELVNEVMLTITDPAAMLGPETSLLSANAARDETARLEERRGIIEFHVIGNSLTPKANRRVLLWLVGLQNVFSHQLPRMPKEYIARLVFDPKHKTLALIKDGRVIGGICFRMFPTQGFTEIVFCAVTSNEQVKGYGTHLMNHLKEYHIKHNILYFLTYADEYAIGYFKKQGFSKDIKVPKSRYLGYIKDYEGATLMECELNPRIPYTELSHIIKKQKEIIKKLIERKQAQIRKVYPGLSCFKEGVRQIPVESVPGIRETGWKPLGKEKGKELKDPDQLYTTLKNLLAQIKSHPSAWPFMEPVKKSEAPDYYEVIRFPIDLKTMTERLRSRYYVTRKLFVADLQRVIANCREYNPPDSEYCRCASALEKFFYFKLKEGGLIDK
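Titration-based screen in which CoA formation is detected via maleimide probe ThioGlo1 (50uM) turning fluorescent on thiol reaction; substrates H3(1-25) 75uM and acetyl-CoA 70uM, GCN5L2 20nM, 20 min incubation at room temperature.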
An asterisk follows results filed as active; ? = inconclusive; . = not tested or not shown; & = joins results of further samples. Calls come from the whole dose curve; as a rule, active = well fitted curve in the direction sought with a large enough effect; inconclusive = small, poorly fitted or top-dose-only effect, or another doubt; inactive = no such curve, though single readings can be large; an effect the other way counts as inactive or inconclusive. % is set by controls: 0 for no effect and ±100 for the full control effect; potency is the fitted concentration of half-maximal effect.

Sequence of screens – TDP1 cell noCPT, GCN5L2 inh, DT40 TDP1 CPT
> Cc1ccc(S(=O)(=O)/N=C2\C=C(Nc3cccc(C(=O)O)c3)C(=O)c3ccccc32)c(C)c1
→ ?, -16.7%, ?
> CCOc1ccccc1NC(=O)C1CCN(S(=O)(=O)c2c(C)nn(C)c2C)CC1
→ -18.3%, -0.4%, -14.8%
> COc1ccc2nc(SCCC(=O)O)cc(C)c2c1
→ 5.6%, -3.8%, 6.0%
> CCOc1ccccc1NC(=O)CCS(=O)(=O)c1ccc2c(c1)CC(C)N2C(C)=O (centres undefined)
→ -19.8%, -11.0%, 12.8%
> CCC(=O)c1cn(CC(=O)NCC2CCCO2)c2ccccc12 (centres undefined)
→ 4.7%, 0.6%, -11.3%
> CC(=O)Nc1ccc(S(=O)(=O)NCC(=O)NCCCc2ccccc2)cc1
→ ?, -2.2%, -15.7%
> Cc1nc(SCCOc2ccc(F)cc2)c2ccccc2n1
→ 6.2%, 1.9%, -1.5%
> Cc1nc2c(C)cccc2c2c1COC2
→ 1.0%, 1.7%, 9.2%
> CC(C)C(C)NC(=O)COc1ncnc2sccc12 (centres undefined)
→ 7.2%, -9.3%, -4.0%
> CN(CC(=O)NC(=O)NC(C)(C)C)CC(=O)Nc1ccccc1Cl
→ 14.4%, -5.8%, -1.7%
> N#Cc1ccc(CSc2nnc(-c3ccccn3)n2-c2ccc(Cl)cc2)cc1
→ ?, -12.6%, ?
> Cc1cc2c(Nc3ccc(O)cc3)ncnc2s1
→ -26.4%, -2.6%, -27.3%
> N/C(Cc1ccccc1Sc1ccccc1)=N\O
→ -0.6%, 0.5%, 1.7%
> CCN(CC)CCn1c(NCc2ccc3c(c2)OCO3)nc2ccccc21
→ 16.4µM*, -6.8%, 13µM*
> COc1ccc(CN(CC(O)COc2cccc3[nH]cc(C)c23)C(C)(C)C)cc1 (centres undefined)
→ ?, 0.9%, ?
> CC1(C(=O)NS(C)(=O)=O)CCN1C(=O)Cc1ccc(Cl)cc1Cl (centres undefined)
→ 6.7%, ., 2.7%
> CCOc1ccc(NC(=O)CN2C(=O)COc3ccc(S(=O)(=O)N4CCCC4)cc32)cc1
→ ?, -1.7%, ?
> COc1ccc(/C=C2/SC(=O)N(CCNC(=O)C3CC(=O)N(Cc4ccccc4)C3)C2=O)cc1 (centres undefined)
→ ?, ., ?
> COc1ccc(/C=C/C(=O)Nc2ccccc2C(F)(F)F)cc1
→ -15.6%, -0.9%, ?
> O=C(c1cc(COc2ccc(F)cc2Cl)on1)N(CCO)Cc1cccs1
→ ?, -5.7%, ?
> Cc1ccc2cc(C#N)c(SCC(=O)N3CCCc4ccccc43)nc2c1
→ -4.1%, 0.3%, 13.2%
> COc1ccc(S(=O)(=O)N2CCN(c3ccc(F)cc3)CC2)cc1-c1noc(C)n1
→ -14.4%, -5.5%, 7.7%
> Clc1ccc(-c2noc3c2-c2nc(Cc4cccc5ccccc45)sc2CC3)cc1
→ 10.7%, -5.4%, 2.2%
> CCCCn1c(=N)n(CC(=O)C(C)(C)C)c2ccccc21
→ ?, -9.8%, 23.1µM*
> CN1CCN(C(=O)c2cc(S(=O)(=O)Nc3ccccc3F)c(Cl)cc2Cl)CC1
→ -12.7%, -3.9%, -4.9%
> COc1ccc(C(=O)NCC(=O)OCC(=O)Nc2cccc(S(=O)(=O)N3CCCC3)c2)cc1
→ -11.5%, 2.1%, -13.9%
> CCOc1ccccc1OCCOCCOc1ccccc1[N+](=O)[O-]
→ 10.3µM*, -0.6%, -26.7%
> CCn1c(CN2CCN(C(c3ccccc3)c3ccccc3)CC2)nc2c1c(=O)n(C)c(=O)n2C
→ ?, -1.3%, ?
> COc1cc(CNC2CCCC2)cc(Cl)c1OCc1ccccc1F
→ 13µM*, 0.1%, 16.4µM*
> CC(C)CNC(=O)c1cccc2c(-c3cccc(C(N)=O)c3)coc12
→ ?, ., 23.1µM*

One compound at a time, as listed above. Values in the order: TDP1 cell noCPT, GCN5L2 inh, DT40 TDP1 CPT
CCN(CC)CCn1c(NCc2ccc3c(c2)OCO3)nc2ccccc21 as listed: 16.4µM*, -6.8%, 13µM*
Clc1ccc(-c2noc3c2-c2nc(Cc4cccc5ccccc45)sc2CC3)cc1 as listed: 10.7%, -5.4%, 2.2%
Cc1ccc(S(=O)(=O)/N=C2\C=C(Nc3cccc(C(=O)O)c3)C(=O)c3ccccc32)c(C)c1 as listed: ?, -16.7%, ?
CCn1c(CN2CCN(C(c3ccccc3)c3ccccc3)CC2)nc2c1c(=O)n(C)c(=O)n2C as listed: ?, -1.3%, ?
CCOc1ccccc1OCCOCCOc1ccccc1[N+](=O)[O-] as listed: 10.3µM*, -0.6%, -26.7%

(list continues)
Sequence of screens – TDP1 cell noCPT, GCN5L2 inh, DT40 TDP1 CPT
> COC(=O)[C@@]12C[C@@H](CC(=O)NCc3cccc4ccccc34)C(=O)N(Cc3ccccc3)C1=CCC(C)(C)C2
→ ?, ., ?
> C=CCN(CC=C)C(=O)CN1C(=O)NC(Cc2c[nH]c3ccccc23)C1=O (centres undefined)
→ -15.1%, -2.9%, -2.7%
> CCC(=O)N1CCc2cc(S(=O)(=O)NCCC(=O)NCc3ccccc3OC)ccc21
→ -7.5%, -1.6%, -28.2%
> Cc1c(/C=C(\C#N)C(=O)Nc2cccc(Cl)c2)c2ccccc2n1Cc1ccccc1Cl
→ ?, -2.6%, ?
> COc1cccc(Nc2ncccc2C(=O)NCc2ccccc2)c1
→ ?, -12.0%, -24.3%
> O=C(NNS(=O)(=O)c1ccc(Cl)cc1Cl)c1cc2ncc(C(F)(F)F)cc2s1
→ ?, -3.8%, 8.3%
> Oc1cccc(Nc2nc(-c3ccccc3)nc3ccccc23)c1
→ ?, -6.9%&-17.8%, ?
> Cc1ccc(Oc2nc3ccccn3c(=O)c2/C=C(\C#N)C(=O)NC2CCS(=O)(=O)C2)c(C)c1 (centres undefined)
→ ?, -6.7%, ?
> COC(=O)c1ccccc1NC(=O)COc1ccc(S(=O)(=O)N2CCCC2)cc1C
→ ?, -6.1%, ?
> Cn1nc(SCC(=O)O)sc1=S
→ -2.3%, -4.4%, 2.0%
> C#CCOCCOCCOCCNc1nc(N2CCN(C(=O)[C@H](CCC(=O)O)n3cc([C@@H](N)CCCCN)nn3)CC2)nc(N2CCN(C(=O)[C@H](CCCCN)n3cc([C@@H](N)CC(N)=O)nn3)CC2)n1
→ 2.0%, -2.0%, 8.1%
> O=C(N/N=C/c1cn(Cc2ccccc2)c2ccccc12)c1cc(O)cc(O)c1
→ 2.4%, -6.9%, -13.7%
> CCOC(=O)N1CCN(C(=O)C(C)c2ccc([N+](=O)[O-])cc2)CC1 (centres undefined)
→ -2.5%, -8.5%, -7.6%
> Cc1cccc(-c2noc(CN(C(=O)COc3ccc(Br)cc3C)C(C)C)n2)c1
→ ?, -14.6%, ?
> Cc1cc(C)cc(C(=O)NCC(=O)OCC(=O)N(C)C2CCS(=O)(=O)C2)c1 (centres undefined)
→ -4.1%, 0.1%, -9.6%
> COc1cccc(NC(=O)CSc2nnc3cc(C)nc(N)n23)c1
→ -1.8%, 1.5%, 12.0%
> CCc1ccccc1N(C1=NCCCS1)S(=O)(=O)c1ccc(C(C)(C)C)cc1
→ ?, -6.5%, ?
> O=C(C1CCC(=O)N(C2CC2)C1)N1CCC(Oc2ccccc2F)CC1 (centres undefined)
→ -18.5%, -6.2%, -19.5%
> CCc1ccc(NC(=O)NCc2ccc3c(c2)OCO3)cc1
→ 3.5%, -7.2%, -2.3%
> O=C(Cn1cnc2ccccc21)OCC(=O)N1CCCc2ccccc21
→ -12.9%, -6.0%, -7.0%
> Cc1[nH]c2ccccc2c1C(=O)COC(=O)c1ccccc1SCC(=O)N1CCCC1
→ 11.2µM*, ., ?
> CC(C)Oc1ccc(Cc2n[nH]c(=S)n2Cc2ccccc2)cc1Cl
→ -21.3%, -8.8%, -11.9%
> CC(NC(=O)CCC(=O)N1CCN(S(=O)(=O)c2ccc(Cl)cc2)CC1)c1ccccc1 (centres undefined)
→ ?, -0.3%, ?
> O=c1[nH]cnc2c1ncn2C1CC(O)C(CO)O1 (centres undefined)
→ ?, 0.7%, ?
> COc1cccc(N2CC(NC(=O)CCCc3ccccc3)CC2=O)c1 (centres undefined)
→ ?, -2.4%, ?
> CC1(C)O[C@@H]2[C@H](O1)[C@@H](CO)O[C@H]2n1cnc2c(N)ncnc21
→ -5.6%, -10.7%, -11.3%
> Cc1ccc(NC(=O)CCc2ccc(S(=O)(=O)NC3CCCCC3)cc2)cc1
→ -17.7%, -2.9%, -12.3%
> COc1ccc(N(CC(=O)Nc2cccc(N(C)S(C)(=O)=O)c2)S(C)(=O)=O)cc1OC
→ -25.1%, -9.1%, -24.7%
> Cc1ccc(NC(=O)C(c2ccccc2)N2CCN(CC(=O)N3CCOCC3)CC2)cc1Cl (centres undefined)
→ -13.5%, -8.9%, -0.9%
> O=C(NN=C1CCCC1)c1n[nH]c2c1CCCC2
→ 18.8%, -1.9%, -11.9%

New compounds follow.
Sequence of screens – TDP1 cell noCPT, GCN5L2 inh, DT40 TDP1 CPT
> Cc1[nH]n(-c2ccccc2)c(=O)c1N=Nc1ccccc1C(=O)N1CCOCC1
→ ?, -6.0%, -3.1%
> COCC(=O)Nc1ccc(N2CCOCC2)c(S(=O)(=O)Nc2ccccc2OC)c1
→ ?, -16.9%, -18.8%
> C[C@H](CO)N1C[C@H](C)[C@@H](CN(C)C(=O)Nc2ccc3c(c2)OCO3)Oc2c(NC(=O)c3ccncc3)cccc2C1=O
→ 2.1%, 1.9%, 13.6%
> CSc1ccc(Cl)c(C(=O)Nc2cc(S(=O)(=O)N3CCOCC3)ccc2N2CCOCC2)c1
→ ?, -3.1%, -26.5%
> Cc1ccc(-c2nnc(-c3cccs3)o2)cc1
→ ?, -3.9%, -20.6%
> O=C(CS(=O)(=O)c1cn(Cc2ccc(Cl)cc2)c2ccccc12)N1CCCCC1
→ ?, 0.8%, ?
> O=S(=O)(c1cc(Br)c(Cl)s1)N1CCCC1
→ -26.6%, -3.8%, -23.6%
> Cc1ccc(-n2ncc3c(=O)n(Cc4cccnc4)cnc32)cc1
→ ?, -6.1%, ?
> COc1ccc(-n2c(=O)c(-c3ccccc3)nc3cncnc32)cc1
→ 12.8%, -10.7%, 3.5%
> Cc1ccccc1N=Nc1c(N)n[nH]c1N
→ ?, 0.5%, 0.6%
> CC(=O)Nc1ccc(N(C(=O)CNC(=O)c2cccs2)C(C(=O)NC(C)(C)C)c2ccccc2)cc1 (centres undefined)
→ -8.7%, -12.7%, 3.1%
> COc1ccc(N2C(=O)C3CCCN3C2c2cccc(OC)c2OC)cc1 (centres undefined)
→ -8.5%, -3.5%, -1.8%
> O=C(CNC(=O)c1ccccc1F)Nc1ccncc1
→ -13.7%, -6.8%, -1.6%
> CCn1cc(CN2CCN(CCc3ccccc3)C(CCO)C2)c(C)n1 (centres undefined)
→ -1.2%, 2.2%, 4.1%
> CC(=O)N1CCCC1c1nc2ccccc2n1Cc1cc(C)ccc1C (centres undefined)
→ 23.1µM*, -4.6%, 23.1µM*
> COC(OC)C1(CCc2ccccc2)NC(=O)NC1=O (centres undefined)
→ -1.2%, ., -13.9%
> O=C(c1ccccc1C(=O)N(c1ccccc1)c1ccccc1)N1CCCCC1
→ ?, 4.2%, ?
> Cn1ncc2c(N)nc(NCCO)nc21
→ -3.6%, ., 1.0%
> CN=C(Nc1cccc(OC)c1)SC1CC(=O)N(c2ccc(C(=O)O)cc2)C1=O (centres undefined)
→ -8.3%, 1.4%, 0.7%
> CC(C(=O)NC(C)(C)C)n1c(-c2ccc3c(c2)OCO3)nc2ccccc21 (centres undefined)
→ -26.6%, ., ?
> Cc1ccc(S(=O)(=O)Nc2ccccc2-c2ccccc2NS(=O)(=O)c2ccc(C)cc2)cc1
→ ?, -17.2%, ?
> CCCOc1cccc(C2c3c(oc4ccccc4c3=O)C(=O)N2c2nncs2)c1 (centres undefined)
→ ?, -1.1%, 14.6µM*
> N#Cc1cc2cc(Cl)ccc2[nH]c1=O
→ -12.8%, ., -7.3%
> CCCNC(=O)C1(C)CCCN(Cc2c3ccccc3nn2C)C1 (centres undefined)
→ 20.6µM*, ., 20.6µM*
> CN(C(=O)COC(=O)c1cc(-c2ccccc2Cl)nc2ccccc12)C1CCS(=O)(=O)C1 (centres undefined)
→ -0.6%, -4.5%, -12.4%

In the list so far, these contain a CF3 group:
Sequence of screens – TDP1 cell noCPT, GCN5L2 inh, DT40 TDP1 CPT
> COc1ccc(/C=C/C(=O)Nc2ccccc2C(F)(F)F)cc1
→ -15.6%, -0.9%, ?
> O=C(NNS(=O)(=O)c1ccc(Cl)cc1Cl)c1cc2ncc(C(F)(F)F)cc2s1
→ ?, -3.8%, 8.3%

Source: PubChem (National Center for Advancing Translational Sciences (NCATS))

A portion of the library; count on the stated rates, not on these rows.
